Screens from PubChem.
KCNQ1 act: human KCNQ1 channel potentiation or activation; 310,000 tested, 0.35% active; B-score at 10 µM; CHO-K1 KCNQ1, thallium flux FluxOR fluorescence; stronger effect = higher value;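 active means fluorescence ratio B-score, a plate-corrected score, at least three library SD, with initial intensity B-score within 5 SD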
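System: Stable KCNQ1 CHO-K1 line | Incubation: 90 min dye loading and 20 min compound exposure, both at room temperature | Measure: Ratio B score | Medium: Assay buffer for compound exposure, DMSO matched across wells | Compound dosing: Single-concentration screen | Probe or stimulus: K+/Tl+ depolarizing stimulus | Measured by: Kinetic FluxOR fluorescence, 10 s baseline plus 110 s post-stimulus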
KCNK3 inh: human KCNK3 channel inhibition, primary screen | B-score at 10 µM | O14649 | 340,000 tested, 0.84% active | CHO-KCNK3 thallium flux, FluxOR fluorescence; stronger effect = lower value | AID 602410;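 active means B-score under library mean minus 4 SD, starting fluorescence ratio at most library mean plus 5 SD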;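 further: more negative B-score means stronger inhibition of thallium flux through KCNK3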
Target sequence (O14649 whole entry, looked up): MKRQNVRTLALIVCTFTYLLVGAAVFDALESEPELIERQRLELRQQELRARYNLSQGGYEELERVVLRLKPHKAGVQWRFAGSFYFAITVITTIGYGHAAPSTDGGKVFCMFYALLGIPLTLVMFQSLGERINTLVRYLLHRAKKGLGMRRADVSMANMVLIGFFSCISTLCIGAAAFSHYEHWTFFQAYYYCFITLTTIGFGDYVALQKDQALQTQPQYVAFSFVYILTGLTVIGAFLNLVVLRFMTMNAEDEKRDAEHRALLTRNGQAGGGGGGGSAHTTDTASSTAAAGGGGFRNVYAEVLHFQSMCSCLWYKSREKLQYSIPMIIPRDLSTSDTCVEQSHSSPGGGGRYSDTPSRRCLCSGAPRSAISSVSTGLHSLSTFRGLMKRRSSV
RGS4 inh: human RGS4 inhibition. 310,000 tested, 0.45% active. P49798. HEK293 M3R/RGS4 inducible, Fluo-4 calcium flux; stronger effect = higher value; triggered by carbachol at its EC20. B-score at 10 µM;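 active means B-score, a plate-corrected calcium signal, over three deviations above library mean, with baseline fluorescence within five deviations of library mean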;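 further: RGS4 expression induced by doxycycline in cells with stable M3 receptor; B-score is computed from the integrated fluorescence ratio over baseline after carbachol; higher B-score means a larger calcium signal and so more RGS4 inhibition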
MrgX1 allo act: allosterically activates human MrgX1 receptor signaling; 310,000 tested, 0.63% active; MrgX1-HEK293, Fluo-4 calcium flux, FDSS; stronger effect = higher value; Q96LB2; B-score at 10 µM;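 active means plate-corrected calcium response at least 3 library SD above typical, normal starting fluorescence, not activating the receptor alone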;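 further: compound read alongside a low EC10 to EC30 dose of BAM8-22 agonist; peak minus trough fluorescence over baseline measured at the second addition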
Target sequence (Q96LB2 whole entry, looked up): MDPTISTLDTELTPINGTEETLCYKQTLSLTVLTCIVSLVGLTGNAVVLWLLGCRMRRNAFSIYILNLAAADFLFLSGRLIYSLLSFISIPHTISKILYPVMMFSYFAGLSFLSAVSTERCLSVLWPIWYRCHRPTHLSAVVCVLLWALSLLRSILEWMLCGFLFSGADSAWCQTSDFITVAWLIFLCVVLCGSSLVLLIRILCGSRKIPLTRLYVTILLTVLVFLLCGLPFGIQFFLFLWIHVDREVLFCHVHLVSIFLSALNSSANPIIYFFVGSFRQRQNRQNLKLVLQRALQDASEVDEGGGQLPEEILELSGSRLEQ
TMEM16A inh: mouse TMEM16A channel inhibition, primary screen; Q8BHY3; HEK293 TMEM16A/YFP iodide influx fluorescence, ionomycin; normalized B-score (activity score, 25-100; higher = stronger inhibition) at 10 µM; 310,000 tested, 1.2% active; AID 588511;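 active means ratio plate-corrected score three or more library SD toward inhibition, starting fluorescence score within five deviations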;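 further: score derived from kinetic fluorescence span divided by baseline fluorescence per well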
ANO1 activ: activators or potentiators of mouse TMEM16A chloride channel; 340,000 tested, 0.3% active; B-score at 10 µM; HEK293 TMEM16A/YFP-H148Q/I152L, iodide quench fluorescence; stronger effect = lower value;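 active means fluorescence-ratio B-score plate-corrected deviation score at least 3 library SD below zero, with starting fluorescence score within 5 deviations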;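 further: channel opened by trigger with iodide after compound preincubation; score built on the fluorescence ratio of max minus min over baseline; more negative score means more quench and so TMEM16A activation or potentiation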
hERG protect: compounds protecting human hERG from proarrhythmic drug block; Q12809; CHO-hERG, FluxOR thallium flux, dofetilide IC70 present; 310,000 tested, 0.51% active; AID 1511; activation (rescue from dofetilide block), less the hit threshold, % at 10 µM;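 active means activation above the mean of controls blocked by dofetilide plus 5 SD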;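 further: thallium influx through hERG after potassium depolarization seen as dye fluorescence rise; in these data hits start at about 4.7%; inactives centre near -7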
KCNK9 block: blocks the human KCNK9 two-pore domain potassium channel. 310,000 tested, 1.2% active. AID 488922. B-score at 10 µM. HEK293 KCNK9, FluxOR thallium flux fluorescence; stronger effect = lower value;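 active means ratio B-score over 3 SD below the library mean, with starting fluorescence within 5 SD of its mean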;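 further: negative B-score means less thallium flux so channel inhibition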
Target sequence (Q9NPC2 whole entry, looked up, the tested form may be a part): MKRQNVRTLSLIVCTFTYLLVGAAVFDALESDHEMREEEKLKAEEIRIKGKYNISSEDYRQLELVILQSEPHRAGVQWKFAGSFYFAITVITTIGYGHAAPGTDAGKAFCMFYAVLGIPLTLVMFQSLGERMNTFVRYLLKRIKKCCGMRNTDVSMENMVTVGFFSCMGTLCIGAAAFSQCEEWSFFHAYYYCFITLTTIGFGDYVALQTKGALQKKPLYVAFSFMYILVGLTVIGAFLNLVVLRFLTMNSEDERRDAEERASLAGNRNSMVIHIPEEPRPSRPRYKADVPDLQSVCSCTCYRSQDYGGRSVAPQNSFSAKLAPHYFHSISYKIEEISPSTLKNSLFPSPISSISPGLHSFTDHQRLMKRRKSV
MrgX1 agonist: agonists of human MrgX1 receptor. 310,000 tested, 0.44% active. B-score at 10 µM. MrgX1-HEK293 cells, Fluo-4 calcium fluorescence, agonist mode; stronger effect = higher value. Q96LB2;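 active means calcium response B-score plate-corrected fluorescence ratio at least 3 library SD, with starting fluorescence B-score inside 5 SD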
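Material – MrgX1-expressing HEK293 cells · Input – 15,000 cells seeded per well · Dosing – compound as first of three additions · Times – overnight seeding, then 1 h dark dye loading · Measured by – kinetic Fluo-4 NW fluorescence of intracellular calcium · Read-out – B-scored fluorescence response ratio · Benchmarks – positive and negative control wells on each plate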
KCNQ1 block: inhibitors of human KCNQ1 potassium channel. P51787. CHO-K1 KCNQ1, FluxOR thallium flux fluorescence; stronger effect = higher value. B-score at 10 µM. 310,000 tested, 1.3% active. AID 2642;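 active means compounds whose thallium flux B-score, printed positive for inhibition, exceeds three library SD while starting fluorescence stays within three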;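 further: channel opened by potassium depolarization with thallium stimulus after 20 min compound exposure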
RGS4 pot: RGS4 potentiation or activation | HEK293 M3R/inducible RGS4, carbachol calcium flux Fluo4; stronger effect = lower value | B-score at 10 µM | 310,000 tested, 0.92% active;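 active means B-score of the integrated calcium signal more than 4 SD below the library mean, with starting fluorescence not abnormally high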;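 further: negative B-score means reduced calcium response which marks RGS4 activation or potentiation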
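test system = HEK293 cells with stable M3R and inducible RGS4 | schedule = recording 10 s baseline at 1 Hz, 100 s post-agonist | technique = Fluo4-AM (2 µM) calcium-flux fluorescence, kinetic read | measure = Agonist-evoked peak-minus-minimum fluorescence over baseline, integrated ratio, B score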
Starred values were filed as active, the others as inactive; i = inactive; . = not tested or not shown.

SMILES	KCNQ1 act	KCNK3 inh	RGS4 inh	MrgX1 allo act	TMEM16A inh	ANO1 activ	hERG protect	KCNK9 block	MrgX1 agonist	KCNQ1 block	RGS4 pot
Cc1n[nH]c(=S)n1/N=C/c1ccc(OCc2ccc(Cl)cc2Cl)cc1	i	i	i	i	i	i	-3.1	i	i	i	i
CCOc1ccc(CCNC(=O)CCC(=O)N2CCSc3ccccc32)cc1OCC	i	i	i	i	i	i	-18.6	i	i	i	i
CN1CCCC(OC(=O)c2ccccc2F)C1 (configuration not stated)	i	i	i	i	i	i	-10.1	i	i	i	i
CNC(=S)NCCC(c1ccccc1)c1ccccc1	i	i	i	i	i	i	-10.2	i	i	i	i
COC(=O)C1=C(C)N(C)C(C)=C(C(=O)OC)C1c1cccc(Br)c1	i	i	i	i	i	i	-2.6	i	i	i	i
CNC(=S)Nc1ccc(C)cc1	i	i	i	i	i	i	-5.0	i	i	i	i
Cc1c(N(C(=O)CNC(=O)c2ccccc2)C2(C(=O)NC3CCCCC3)CCCCC2)c(=O)n(-c2ccccc2)n1C	i	i	i	i	i	i	2.9	i	i	i	i
CCOC(=O)C1CCCN(Cc2nc(N)nc(Nc3ccccc3)n2)C1 (configuration not stated)	i	i	i	i	i	i	-7.4	i	i	i	i
COC(=O)c1ccccc1NC(=O)Cn1cc2c(n1)CCC(C)C2 (configuration not stated)	i	i	i	23.3*	i	i	-9.0	i	i	i	i
CCOc1ccc(C(C)(O)CN2CCOCC2)cc1 (configuration not stated)	i	i	i	i	i	i	-10.8	i	i	i	i
COc1ccc(-c2csc(Nc3cccc(C)n3)n2)cc1C	i	i	i	i	i	i	-9.0	i	i	i	i
CC(Nc1nc(-c2ccccc2F)nc2ccccc12)c1ccccc1 (configuration not stated)	i	i	i	i	i	i	-8.1	-7.46*	i	i	i
COc1cccc(C2CC(c3ccc(Cl)cc3Cl)Nc3nc(N)nn32)c1 (configuration not stated)	i	i	i	i	i	i	-9.3	i	i	i	i
CCOC(=O)c1c(C)oc2c(CC(=O)c3ccccc3)c(Cl)c(O)c(O)c12	i	i	i	i	i	i	-8.9	i	i	i	i
CCCCNC(=O)N1CCN(S(C)(=O)=O)CC1	i	i	i	i	i	i	-4.2	i	i	i	i
COc1ccc(-c2cc(C(=O)O)c3ccccc3n2)c(OC)c1	i	i	i	i	i	i	-2.4	i	i	i	i
O=C(O)C1CCC(N2C(=O)C3CCCCC3C2=O)CC1 (configuration not stated)	i	i	i	i	i	i	-3.4	i	i	i	i
Cc1cc(NC(=O)Nc2ccccc2F)ccc1Br	i	i	i	i	i	i	-10.7	i	i	i	i
COc1ccc(NS(=O)(=O)c2cc([N+](=O)[O-])ccc2N/N=C\c2c(C)[nH]c3ccccc23)cc1	i	i	i	i	i	i	-8.6	i	i	i	i
C=CCn1c(SC2CCOC2=O)nc2sc(C)c(C)c2c1=O (configuration not stated)	i	i	i	i	i	i	-7.5	i	i	i	i
Nc1nc2n(n1)C(c1cccc(Cl)c1)CC(c1ccc(F)cc1)N2 (configuration not stated)	i	i	i	9.68*	i	i	-12.4	i	i	i	i
CCc1cc(C(=O)OC)c(NC(=O)CC2SC(N)=NC2=O)s1 (configuration not stated)	i	i	i	i	i	i	-5.5	i	i	i	i
COc1ccc(CCN2CC(C(=O)NC3CCOCC3)CCC2=O)cc1 (configuration not stated)	i	i	i	i	i	i	-8.1	i	i	i	i
O=C(COC(=O)CN1C(=O)c2ccccc2C1=O)Nc1ccc(S(=O)(=O)N2CCCC2)cc1	i	i	i	i	i	i	-7.2	i	i	i	i
CS(=O)(=O)c1ccc(C(=O)N2CCc3ccccc3C2)cc1	i	i	i	i	i	i	2.5	i	i	i	i
COc1ccc(NC(=O)Cc2ccsc2)c(OC)c1	i	i	i	i	i	i	-5.8	i	i	i	i
Cc1cccc2c1CC(C)(C)N=C2C1=C(O)CCCC1=O	i	i	i	i	i	i	-2.2	i	i	i	i
O=C(c1cc([N+](=O)[O-])ccc1N1CCOCC1)N1CCN(S(=O)(=O)c2cc(Cl)ccc2Cl)CC1	i	i	i	i	i	i	-17.4	i	i	i	i
COc1ccc2ccccc2c1C1CC(=O)N2CN(C)CSC2=C1C#N (configuration not stated)	i	i	i	i	i	i	-17.4	i	i	6*	i
O=C(NCCc1c[nH]c2ccccc12)C(=O)Nc1cc2c3c(c1)CC(=O)N3CCC2	i	i	i	i	i	i	-11.0	i	i	i	i
CCCOc1ccc(CNC(=O)c2ccc3c(c2)N(CC)CCS3)cc1	i	i	i	i	i	i	-9.7	i	i	i	i
Cc1c(OCC(=O)N2CCC(C(=O)O)CC2)ccc2c1oc(=O)c1ccccc12	i	i	i	i	i	i	-4.2	i	i	i	i
O=c1[nH]c(=S)[nH]c2c1CN(Cc1ccc(F)cc1)CC2	i	i	i	i	i	i	-7.6	i	i	i	i
CC(NC(=O)c1ccc2c(c1)OCO2)C(c1cccs1)N1CCOCC1 (configuration not stated)	i	i	i	i	i	i	-9.8	i	i	i	i
O=C1CC(c2ccccc2)CC(O)=C1C=NCc1ccco1 (configuration not stated)	i	i	i	i	i	i	-0.7	i	i	i	i
CC(=O)Nc1cccc(-c2csc(N)n2)c1	i	i	i	i	i	i	-7.5	i	i	i	i
O=C1CCCC/C1=C/Nc1ccc(C(=O)O)cc1	i	i	i	i	i	i	-11.6	i	i	i	i
O=c1c2[nH]c3ccc(F)cc3c2ncn1CCN1CCOCC1	i	i	i	i	i	i	-8.0	i	i	i	i
COc1ccc(OC)c(/C=C2\Oc3cc(OCC(=O)N4CCC(C(=O)O)CC4)ccc3C2=O)c1	i	i	i	i	i	i	-15.0	i	54.8*	i	i
O=C(Nc1ccc2[nH]c(=O)[nH]c2c1)c1cc(F)c(F)cc1Cl	i	i	i	i	i	i	-9.4	i	i	i	i
Cc1nnc(NC(=O)CSc2nc(C(C)C)nc3ccccc23)s1	i	i	i	i	i	i	-5.7	i	i	i	i
CC(=O)OCC1=C(C(=O)O)N2C(=O)C(NC(=O)CCn3nc(C(F)(F)F)c(Br)c3C3CC3)C2SC1 (configuration not stated)	i	i	i	i	i	i	-4.2	i	i	i	i
COc1ccc(-c2cc(=O)n(-c3nc4ccccc4[nH]3)[nH]2)cc1	i	i	i	i	i	i	-12.2	i	i	i	i
Cc1n[nH]c(=O)nc1NCc1ccco1	i	i	i	i	i	i	-3.1	i	i	i	i
O=C(c1cnc2n(c1=O)CCS2)N1CCN(c2ccc([N+](=O)[O-])cc2)CC1	i	i	i	i	i	i	-4.8	i	i	i	i
CCC1(c2ccc(F)cc2)NC(=O)N(CC(=O)Nc2cccnc2Cl)C1=O (configuration not stated)	i	i	i	i	i	i	-8.8	i	i	i	i
COC(=O)c1ccccc1NC(=O)CN1CCC(n2nnc3cc(F)ccc32)CC1	i	i	i	i	i	i	-16.9	i	i	i	i
Cc1[nH]c2ccc(C(=O)OCCN(C)C)cc2c1C	i	i	i	i	i	i	-5.8	i	i	i	i
Nc1ccc(C(=O)NCC(=O)O)cc1	.	i	.	i	i	i	.	.	i	.	.
CCOC(=O)C(=O)N/N=C/c1cccc(Br)c1	i	i	i	i	i	i	-1.5	i	i	i	i
OCCC1CN(Cc2c(O)ccc3ccccc23)CCN1CCc1ccccc1 (configuration not stated)	i	i	i	i	i	i	-11.6	i	i	i	i
CCCCn1c(CCC(=O)O)nc2c1c(=O)[nH]c(=O)n2CCC	i	i	i	i	i	i	-2.4	i	i	i	i
N=c1sccn1CC(=O)NCCc1ccc(Cl)cc1	i	i	i	i	i	i	-4.3	i	i	i	i
C=CC[N+](C)(C)CCN1C(=O)C2C(c3ccccc3)C=CC(c3ccccc3)C2C1=O (configuration not stated)	i	i	i	i	i	i	-5.8	i	i	i	i
COc1ccc(C2C(C#N)=C(N)Oc3cc(C)n(Cc4ccncc4)c(=O)c32)cc1 (configuration not stated)	i	i	i	i	i	i	-11.6	i	i	i	i
O=C(/C=C/c1cccc([N+](=O)[O-])c1)NCCSc1ccccc1	i	i	i	i	i	i	-11.1	i	i	i	i
CCOc1ccc(NC(=O)N2CCC(C(=O)c3ccc(F)cc3)CC2)cc1	i	i	i	i	i	i	3.1	i	i	i	i
O=C(COc1ccc([N+](=O)[O-])cc1)N(Cc1ccccc1)Cc1ccccc1	i	i	i	i	i	i	-12.2	i	i	i	i
COC(=O)c1cc(NC2c3ncccc3C(=O)N2Cc2ccccc2)cc(C(=O)OC)c1 (configuration not stated)	i	i	i	i	i	i	-10.8	i	i	i	i
O=Cc1cn(CC(=O)N2CCOCC2)c2ccccc12	i	i	i	i	i	i	-9.5	i	i	i	i

Going on with the list:
SMILES	KCNQ1 act	KCNK3 inh	RGS4 inh	MrgX1 allo act	TMEM16A inh	ANO1 activ	hERG protect	KCNK9 block	MrgX1 agonist	KCNQ1 block	RGS4 pot
O=C(COC(=O)[C@@H]1CCCN1S(=O)(=O)c1ccccc1F)c1ccccc1	i	i	i	i	i	i	-9.9	i	i	i	i
CC1(C)CCC[C@@]2(C)CC=C(C(=O)O)[C@@H]3C[C@]312	i	i	i	i	i	i	-4.4	i	i	i	i
COc1ccc(C)cc1NC(=O)CSc1ccc(-c2ccco2)nn1	i	i	i	i	i	i	-1.7	i	i	i	i
O=C(Nc1cccc(O)c1)c1noc2c1CCCCC2	i	i	i	i	i	i	-7.3	i	i	i	i
COC(=O)C[N+](C)(C)C/C=C\c1ccccc1	i	i	i	i	i	i	-5.6	i	i	i	i
CC1CCN(S(=O)(=O)c2cccc(C(=O)N(C)C3CCS(=O)(=O)C3)c2)CC1 (configuration not stated)	i	i	i	i	i	i	-8.7	i	i	i	i
Cc1cccc(/C=C/c2nc3ccccc3c(=O)[nH]2)c1	i	-9.42*	i	i	i	i	-8.4	i	i	i	i
CCc1ccc(-c2cc(C)no2)cc1S(=O)(=O)NCCc1ccccc1	i	i	i	i	i	i	-6.2	i	i	i	i
COc1ccc(CC2C(=O)OC(C)(C)OC2=O)c(Cl)c1OC	i	i	i	i	i	i	-2.4	i	i	i	i
